# HGIII-sPLA2 inh: Inhibits HGIII-sPLA2 liposome hydrolysis, primary screen | Q9NZ20 | QFRET BODIPY PC-A2 liposome hydrolysis, fluorescence | inhibition, % at 12.2 µM | hit rate 0.56% among 370,000 | AID 743126;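 active = inhibition above mean plus 3 SD of compounds lying within the high and low control bounds, cut at about 19% in these data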;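 also: 0% = median of test compound wells and 100% = no enzyme DMSO wells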
# Target sequence (Q9NZ20 whole entry, looked up): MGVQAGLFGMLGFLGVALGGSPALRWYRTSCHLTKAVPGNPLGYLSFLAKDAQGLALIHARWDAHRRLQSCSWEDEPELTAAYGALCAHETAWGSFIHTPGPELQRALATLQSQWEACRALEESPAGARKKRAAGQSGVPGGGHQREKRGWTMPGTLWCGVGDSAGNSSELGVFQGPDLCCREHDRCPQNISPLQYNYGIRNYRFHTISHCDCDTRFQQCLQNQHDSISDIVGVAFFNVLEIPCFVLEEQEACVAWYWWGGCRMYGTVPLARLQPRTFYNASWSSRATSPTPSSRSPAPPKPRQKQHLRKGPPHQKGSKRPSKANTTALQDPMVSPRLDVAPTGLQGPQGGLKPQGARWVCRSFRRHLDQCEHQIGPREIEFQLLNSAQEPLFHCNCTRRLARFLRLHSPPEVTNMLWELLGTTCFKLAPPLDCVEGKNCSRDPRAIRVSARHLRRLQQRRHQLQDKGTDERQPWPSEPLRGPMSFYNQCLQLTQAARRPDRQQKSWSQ
# DDE Tn6 FP inh: inhibitors of Tn6 peptide binding to human fibrin DD(E); P02675; Fibrin DD(E) TRITC-Tn6 fluorescence polarization displacement; inhibition, % at 8.3 µM; hit rate 0.21% among 370,000;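 active = inhibition above a per-campaign cutoff: mean of compounds within control limits plus 3 SD, cut at about 15% in these data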;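 also: 0% = median of all compound wells on the plate and 100% = blocking peptide control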
# Target sequence (P02675 whole entry, looked up): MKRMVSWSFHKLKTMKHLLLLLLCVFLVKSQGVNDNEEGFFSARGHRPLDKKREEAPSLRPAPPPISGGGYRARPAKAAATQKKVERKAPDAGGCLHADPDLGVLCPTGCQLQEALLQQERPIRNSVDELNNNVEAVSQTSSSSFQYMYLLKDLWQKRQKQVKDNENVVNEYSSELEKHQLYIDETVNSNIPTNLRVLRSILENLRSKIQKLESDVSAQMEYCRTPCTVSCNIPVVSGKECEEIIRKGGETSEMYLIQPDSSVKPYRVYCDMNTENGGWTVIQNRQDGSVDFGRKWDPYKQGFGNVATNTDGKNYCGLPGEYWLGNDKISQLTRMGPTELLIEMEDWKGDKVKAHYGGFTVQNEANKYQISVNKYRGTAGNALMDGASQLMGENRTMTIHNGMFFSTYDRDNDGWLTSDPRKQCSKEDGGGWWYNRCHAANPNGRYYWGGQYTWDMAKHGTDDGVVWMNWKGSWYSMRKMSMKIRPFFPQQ
# UHRF1 binding: human UHRF1 methylated DNA binding inhibitors; inhibition, % at 4.4 µM; UHRF1 binding to methylated oligo, TR-FRET; Q96T88; hit rate 0.75% among 370,000; AID 687016; in the data active = inhibition above about 21%;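 also: UHRF1 SRA domain binding a hemimethylated CpG hairpin DNA probe; 0% = median of test compound wells and 100% = reference inhibitor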
# PLCg1 inh: blocks human PLC-gamma1 enzyme activity. P19174. purified PLC-gamma1, fluorogenic substrate, fluorescence. inhibition, % at 12.2 µM. hit rate 0.84% among 370,000. AID 720700; in the data active = inhibition above about 9.5%
# DDE Tn7 FP inh: DD(E)-Tn7 binding inhibition, primary FP screen; P02675; FP displacement of FITC-Tn7 peptide from fibrin DD(E); 0% = median of compound wells per plate; inhibition, % at 8.3 µM; hit rate 0.13% among 370,000;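 active = inhibition above the mean of compounds falling within the control limits plus 3 SD of them, cut at about 14% in these data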;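 also: 0% = plate median of compound wells and 100% = 10 µM Aha-Tn7 peptide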
#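 Test system: human clot-derived fibrin DD(E) complex / Quantity: 2 µM final DD(E) protein / Incubation: 10 min plus 3 h, room temperature / Measured by: fluorescence polarization / Benchmarks: high control of 10 µM Aha-Tn7 peptide / Replicates: singlicate testing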
# ARFGAP1 inh: inhibits rat ARF GTPase activating protein 1; Q62848; Arfgap1-stimulated ARF1 GTP hydrolysis, GDP FP detection; inhibition, % at 16.5 µM; hit rate 0.26% among 360,000;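 active = inhibition above a per-plate limit, mean inhibition of low control wells plus 3 SD, cut at about 25% in these data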;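 also: 0% = DMSO wells with enzyme and 100% = wells lacking Arfgap1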
#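 Material – truncated rat Arfgap1 GAP domain · Buffer or medium – HEPES-based buffer, pH 7.5 · Reagent – human ARF1(Δ1-17)-GTP substrate · Dosing – 16.5 µM single point, 1.26% DMSO · Schedule – GTP hydrolysis reaction 2 h at 25 °C · Technique – GDP detection by fluorescence polarization · Benchmarks – No-Arfgap1 wells (100%) versus DMSO full-reaction wells (0%) · Repeats – single replicate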
# Rev-erbA mod: Rev-erb alpha (human) modulation. P20393. Rev-erbα–FITC-DNA binding, fluorescence polarization, 90 min. activity, % at 10 µM. hit rate 0.79% among 370,000;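 active = activity above about 14%, limit read from the data; passing the limit was not always enough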;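 also: 0% = DMSO wells with 35 nM protein and 100% = DMSO wells with 750 nM protein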
# ASAP1 inh: inhibitors of human ASAP1 ArfGAP activity; Q9ULH1; ASAP1-stimulated ARF1 GTP hydrolysis, GDP FP detection; inhibition, % at 16.5 µM; hit rate 0.19% among 360,000; AID 624377; in the data active = inhibition above about 25%;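 also: 0% = vehicle with enzyme and substrate and 100% = no enzyme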
# PLCb3 inh: inhibitors of human phospholipase C beta3; hit rate 0.18% among 370,000; Purified PLC-beta3, fluorogenic substrate, fluorescence; inhibition, % at 12.2 µM; AID 720704; in the data active = inhibition above about 11%;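 also: 0% = median of compound wells on plate and 100% = full blocker control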
# proKLK7 act: activates the human kallikrein-7 zymogen; P49862; purified proKLK7, EDANS-DABCYL substrate fluorescence; 100% is mature enzyme control, 0% vehicle; activation, % at 7 µM; hit rate 0.9% among 370,000;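 active = activation above the mean of all tested compounds plus 3 SD, computed per campaign excluding outliers beyond control limits, cut at about 13% in these data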
# * hit, by the source's call; . = not tested or not shown.
DDE Tn6 FP inh	ASAP1 inh	HGIII-sPLA2 inh	ARFGAP1 inh	PLCg1 inh	DDE Tn7 FP inh	UHRF1 binding	proKLK7 act	PLCb3 inh	Rev-erbA mod	molecule
-6	1	0	-3	7	3	3	0.1	-3	-3	COc1ccc(S(=O)(=O)N2CCOC2CNC(=O)C(=O)NCc2ccncc2)cc1OC (stereo not drawn)
5	3	10	0	-117	4	-8	5.5	-125	-1	S=C(Nc1ccc2nsnc2c1)NC1CCCCC1
2	5	5	10	-4	-3	-1	0.5	-5	7	COc1ccc(CCCNC(=O)C2(C)Cc3c(-c4ccc5c(c4)OCO5)ccnc3O2)cc1 (stereo not drawn)
-5	-8	-7	10	-2	0	-2	0.1	-8	1	O=C(Nc1ccc(C(=O)NCCCN2CCN(c3ccccc3)CC2)cc1)C1=CSCCO1
7	-7	-8	6	2	0	1	-0.3	3	4	CN(CC(=O)Nc1cccc(Cl)c1)C1=NS(=O)(=O)c2ccccc21
-4	-11	4	-3	-1	0	2	-0.4	-8	23	COc1cc(C(=O)N=C2SC3CS(=O)(=O)CC3N2c2ccccc2)cc(OC)c1OC (stereo not drawn)
5	9	4	7	3	-2	7	0.0	2	-4	Cc1cc(C)nc(CC(N)=O)n1
5	1	9	3	3	-1	2	-0.3	-2	2	COc1ccc(N2CCOCC2)c(NC(=O)COc2cccc(C)c2)c1
8	5	0	-8	-1	1	-4	0.1	1	-2	CCC(c1c(C)[nH]oc1=O)c1c(C)[nH]oc1=O
-2	-1	-2	-3	4	-4	-3	0.0	3	-5	O=C1CC(NCC2CCCO2)C(=O)N1c1ccc(Cl)cc1 (stereo not drawn)
1	.	1	.	-3	-3	-2	.	1	-5	O=C(OCC#CCSc1nnc(-c2cccc3ccccc23)o1)c1ccc(SC(F)(F)F)cc1
5	5	-8	6	-1	-2	-2	-0.1	1	-1	C[C@@H]1NS(=O)(=O)c2cc(Cl)ccc2O[C@@H]1c1ccccc1
-3	-2	3	3	-1	-7	0	0.6	-5	6	Fc1ccc(-n2nnc(-c3ccccc3)n2)cc1
-6	10	-1	-2	-14	-7	-1	-1.9	-16	7	CCC(C)NC(=O)CSC1=Nc2ccccc2C2=NC(c3ccccc3)C(=O)N12 (stereo not drawn)
1	2	-7	-1	-4	0	0	-0.2	2	-7	COc1ccc(C(O)(CCc2ccccc2)CCN2CCCCC2)cc1 (stereo not drawn)
-1	-13	1	-11	4	2	-2	0.7	-3	9	CC(C)CN(C(=O)CCC1CCCCC1)c1c(N)n(CC(C)C)c(=O)[nH]c1=O
3	10	1	-4	2	2	-1	-0.1	-6	3	CCc1nnc(NC(=O)C2CCN(C(=O)c3ccccc3C)CC2)s1
-3	-23	6	4	-4	1	4	-1.1	-7	-5	COCCCNC(=O)/C(C#N)=C/c1cccc(NC(=O)c2ccccc2Cl)c1
5	11	-4	4	-3	-10	-2	-0.1	-5	3	O=C(NNC(=O)c1ccccc1O)c1ccc(S(=O)(=O)Nc2ccccc2)cc1
7	-5	-2	-4	-3	-3	-2	0.2	-6	2	O=C(CN1CCC(C(=O)c2ccc3c(c2)OCCO3)CC1)NCc1ccc(F)cc1
-6	-2	-1	-1	0	-1	1	-0.2	-6	1	CC1CC(C)CN(S(=O)(=O)N2CCCC(C(=O)NCCc3ccccc3)C2)C1 (stereo not drawn)
-4	-1	2	8	11*	-9	-2	-0.2	3	2	O=C(NCc1ccc(F)cc1F)[C@@H]1CCCN1C(=O)[C@@H]1CCCN1C(=O)c1cccc(Cl)c1
-9	4	-10	4	-4	-7	-3	-0.7	-4	-1	CS(=O)(=O)N1CCN(c2ccc([N+](=O)[O-])c(SCc3ccco3)c2)CC1
6	4	-4	-1	0	-2	1	0.2	-4	-1	O=C(COC(=O)C1(c2ccccc2F)CCCC1)Nc1ncc(C(F)(F)F)cc1Cl
-8	-1	2	-1	5	-4	-3	0.9	1	-3	CCOc1ccccc1NC(=O)C(CC(C)C)NC(=O)C1CCCCC1 (stereo not drawn)
5	-1	-2	7	-3	-1	0	0.1	-7	5	O=C(CSc1nc(=O)n2ccccc2n1)N1CCCCCC1
2	0	1	16	-10	0	0	-1.3	-5	-3	COC(=O)c1cc2c(c3c4cc(C)ccc4n(S(=O)(=O)c4ccc(C)cc4)c13)C(=O)N(Cc1ccccc1)C2
0	4	-2	7	1	-8	-3	-0.1	2	0	COc1ccc(OC(C)C(=O)Nc2cccc([N+](=O)[O-])c2)cc1 (stereo not drawn)
-1	3	0	1	-17	-1	-1	-0.2	-21	11	COc1ccc(CNC(=O)c2cnc3cc(C)ccn3c2=O)cc1
0	-9	7	-4	7	-10	5	-0.1	4	5	CCN(CC)C(=O)C1=C(C)N(CCCOC)C(=O)C(CC(=O)NCc2ccco2)C1 (stereo not drawn)
6	-1	-12	2	1	4	0	-0.7	0	4	Cc1onc(-c2ccccc2)c1C(=O)Nc1nc(-c2ccc(F)c(F)c2)cs1
2	3	0	-4	1	0	1	-0.2	2	0	COc1cccc(CNC(=O)[C@@H]2CCCN2C(=O)[C@H]2CCCCN2C(=O)c2ccccc2)c1
1	37*	-2	43*	8	2	5	0.4	-19	-13	O=c1[nH]c(Nc2ccc(F)cc2)cc2ccccc12
-6	-23	1	8	-4	-1	-1	-0.1	-13	6	CCN(Cc1cc(=O)oc2cc(C)ccc12)c1ccccc1
6	5	3	-4	-2	1	-1	0.1	-6	-4	Cn1cccc1C(=O)NC(=O)COC(=O)c1cc(S(=O)(=O)N2CCCCC2)ccc1Cl
-5	2	-2	2	2	1	-1	0.3	2	0	Cc1ccc2c(c1)N(CCC(=O)NCC1COc3ccccc3O1)C(=O)CO2 (stereo not drawn)
10	-4	-3	-9	1	2	2	-0.2	-4	-1	Cc1ccc(OCCCC(=O)Nc2cc(Cl)ccc2-n2cncn2)cc1
-5	-8	-15	7	-5	7	1	0.2	-1	0	C#CCOCCOCCOCCNc1nc(N2CCOCC2)nc(N2CCN(C(=O)CCCCCCCCCCNC(=O)[C@@H](CCSC)n3cc(CCO)nn3)CC2)n1
-9	3	2	5	1	-1	-2	0.5	3	7	COC1CCC2(C)C(=CCC3C4CC(O)CC4(C)CCC32)C1 (stereo not drawn)
-4	-7	10	0	1	0	-2	0.4	-7	1	CN(C)S(=O)(=O)c1ccc(Cl)c(C(=O)NNC(=O)c2ccc3c(c2)OCO3)c1
3	-10	2	1	3	1	0	0.3	-1	-2	O=C(NCC1CCCO1)c1ccc2c(=O)n(Cc3ccco3)c(SCC(=O)N3CCCC3)nc2c1 (stereo not drawn)
-1	12	6	8	1	-2	-3	-0.6	-2	0	CC1CC(C)(C)NC(=S)N1CC(=O)N1CCN(Cc2ccc3c(c2)OCO3)CC1 (stereo not drawn)
-8	3	0	-8	7	-7	0	0.3	5	8	Cc1cccc(C)c1NC(=O)CSc1nnc(C2CCCCC2)o1
-2	10	-1	6	-5	0	-4	-0.3	-7	1	Cc1[nH]nc2c1C(Cc1ccccc1)C(C#N)=C(N)O2 (stereo not drawn)
1	3	-9	-11	3	-7	-9	-10	5	-7	CN(C)CCN(C(=O)/C=C/c1cccs1)c1nc2c(F)cc(F)cc2s1
1	-4	2	2	-73	9	5	0.9	-67	7	CCOC(=O)c1c(C)oc2c1c(C=NC1CCS(=O)(=O)C1)c(O)c1ccccc12 (stereo not drawn)
-2	2	-4	0	-312	-5	-1	24*	-420	1	c1cc(-c2ccc(CN3CCOCC3)cc2)n2ccnc2c1
8	0	-6	2	0	-5	1	0.1	-1	-1	CN(CC(=O)Nc1ccccc1Br)C(=O)C(Cc1ccccc1)NC(=O)c1ccccc1 (stereo not drawn)
2	-2	-4	6	-5	-5	0	-2.3	0	0	Cc1cccc(C)c1NC(=O)C1=C(O)c2sccc2N(C)S1(=O)=O
-2	-3	-5	-5	-20	-3	-2	-1.2	-23	10	Cc1nc2c(-c3ccc(F)cc3)c(C)nn2c(C)c1CCC(=O)NCc1ccco1
11	-2	0	-8	1	-7	0	0.5	-1	-1	O=C(Cc1ccccc1)NCCc1cn2ccsc2n1
-2	-6	-10	-6	3	-6	-1	1.0	-1	-2	CCOC(=O)C1(CC2CC2)CCN(C(=O)c2cc(C)nc3ccc(CC)cc23)CC1
8	-6	14	4	-14	4	0	-0.4	-20	-8	Cc1cc2[nH]c(=O)c(=O)[nH]c2cc1S(=O)(=O)N1CCN(c2ccccc2)CC1
7	-10	0	-1	-1	4	6	0.5	-9	-1	Cc1ccc(C)c(SCC(=O)N(C)CC(=O)Nc2ccc(N3CCOCC3)cc2)c1
4	5	-22	2	3	1	-1	0.2	1	.	COCCCn1c(SCC(=O)Nc2nc3ccccc3s2)nnc1-c1ccoc1C
-15	-6	-3	-2	-24	-1	3	1.8	-34	1	O=C(c1cccs1)N(Cc1ccco1)Cc1cc2ccccc2[nH]c1=O
8	3	-10	4	1	7	-2	0.4	-6	-6	Cc1ccccc1C(=O)N1CCC(n2nccc2NC(=O)CCOc2ccccc2)CC1
4	-5	0	10	3	-7	0	0.8	6	1	Cc1ccc(S(=O)(=O)N2C[C@@]3(O)Cn4c(=O)ccc(=O)n4C[C@@]3(OC(=O)NCC3CCCCC3)C2)cc1
-4	3	-2	0	-10	-3	-3	-2.7	-14	2	CCOc1ccc2cc(C3CC(c4ccco4)=NN3S(=O)(=O)c3ccccc3)c(Cl)nc2c1 (stereo not drawn)
5	9	-1	-9	-7	-6	0	-3.9	-11	-4	CCC1CCCCN1C(=O)CSc1n[nH]c(N)n1 (stereo not drawn)

# Single values from the results shown:
# PLCg1 inh with CCOC(=O)C1(CC2CC2)CCN(C(=O)c2cc(C)nc3ccc(CC)cc23)CC1 : 3
# proKLK7 act with CCC1CCCCN1C(=O)CSc1n[nH]c(N)n1 (stereo not drawn) : -3.9
# PLCg1 inh with c1cc(-c2ccc(CN3CCOCC3)cc2)n2ccnc2c1 : -312

# The list continues:
DDE Tn6 FP inh	ASAP1 inh	HGIII-sPLA2 inh	ARFGAP1 inh	PLCg1 inh	DDE Tn7 FP inh	UHRF1 binding	proKLK7 act	PLCb3 inh	Rev-erbA mod	molecule
9	-11	-12	-2	-6	2	-3	0.0	-13	1	O=C(Nc1nnc(-c2ccc3c(c2)CCCC3)o1)c1c(F)cccc1F
-2	-12	5	10	-2	-1	2	0.5	-9	15	CC(C)(C)C(=O)CSc1ncnc2c1cnn2-c1ccccc1
4	5	-2	6	1	4	-1	0.8	-6	0	O=C1CN(C(=S)Nc2ccc(OC(F)F)cc2)CCN1
0	0	-5	11	1	-7	1	0.2	-3	6	Cc1cccc(CNC(=O)C2CCCN(c3nn4c(=O)cc(C)nc4s3)C2)c1 (stereo not drawn)
-3	-4	2	-8	3	2	-3	0.4	3	0	C=CCn1c(-c2ccccc2OC)n[nH]c1=S
